cytoskel mod: alters cytoskeleton assembly in HUVEC cells. HUVEC TNFa F-actin phalloidin imaging, high content. 91,000 tested, 0.18% active. inhibition, % at 2 µM;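 active = inhibition above the batch mean plus 3 SD and confirmed as a hit by visual image inspection, cut at about 30% in these data, passing the limit was not always enough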; also: strong numbers were not always called active
PLK1 inh: inhibitors of human PLK1 kinase; P53350; recombinant PLK1 kinase, TR-FRET peptide phosphorylation; inhibition, % at 10 µM; 97,000 tested, 0.53% active;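 active = inhibition of 50% or more in the single-concentration screen; inactive = inhibition below 50%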;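 also: 0% = DMSO max control and 100% = H-89 dihydrochloride min control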
HUVEC tox IL1B: toxic to HUVEC cells under IL-1B stimulation; HUVEC cell count loss, Hoechst imaging, IL-1B stimulated; cell count reduction, % at 2 µM; 94,000 tested, 0.41% active;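 active = cell count reduction more than 3 SD above the screen-wide mean, cut at about 70% in these data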;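 also: normalized per plate to untreated control cells as the no-loss baseline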
hDAT+cocaine: human DAT dopamine uptake with cocaine, either direction. Q01959. LLC-PK1 hDAT cells, [14C]-dopamine uptake with cocaine IC80; actives deviate in either direction. B-score at 10 µM. 110,000 tested, 1.3% active;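 active = Z score or B-score, a plate-position-corrected score, falls beyond the plate's 99.7% confidence bounds, in either direction; inactive = both scores lie inside the 99.7% bounds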;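 also: scored against the spread of the other compound wells on the same plate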
Target sequence (Q01959 whole entry, looked up): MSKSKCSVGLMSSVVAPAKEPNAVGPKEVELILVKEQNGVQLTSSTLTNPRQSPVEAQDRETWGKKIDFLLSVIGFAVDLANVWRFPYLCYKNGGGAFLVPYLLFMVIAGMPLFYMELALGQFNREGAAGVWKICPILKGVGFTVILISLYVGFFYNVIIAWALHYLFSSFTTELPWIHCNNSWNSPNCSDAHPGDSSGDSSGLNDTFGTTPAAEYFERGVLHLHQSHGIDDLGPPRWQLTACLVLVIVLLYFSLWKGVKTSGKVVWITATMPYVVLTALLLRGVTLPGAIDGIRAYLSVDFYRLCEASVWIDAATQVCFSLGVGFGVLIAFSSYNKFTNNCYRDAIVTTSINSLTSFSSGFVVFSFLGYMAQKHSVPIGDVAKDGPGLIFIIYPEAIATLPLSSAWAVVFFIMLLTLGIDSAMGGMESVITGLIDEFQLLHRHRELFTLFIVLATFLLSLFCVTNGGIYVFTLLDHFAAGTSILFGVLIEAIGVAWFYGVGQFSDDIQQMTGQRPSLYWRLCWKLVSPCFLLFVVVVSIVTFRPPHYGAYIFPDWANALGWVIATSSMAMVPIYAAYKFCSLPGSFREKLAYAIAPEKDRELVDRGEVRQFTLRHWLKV
sEH inh: soluble epoxide hydrolase (human) inhibition | inhibition, % at 2 µM | 91,000 tested, 0.34% active | recombinant human sEH enzymatic activity assay | AID 707 | P34913; in the data active = inhibition above about 80%; also: values of inactives mirror those of a sister screen read the other way; many of its hits are not listed in these tables
VCAM1 TNFa inh: reduces TNF alpha induced VCAM1 expression in HUVEC | inhibition, % at 2 µM | HUVEC TNFa-induced VCAM-1 immunofluorescence, high-content imaging | AID 802 | 95,000 tested, 0.48% active;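 active = inhibition above the batch mean plus 3 SD, with images confirmed as a hit by eye, cut at about 37% in these data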;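 also: 0% = TNF-stimulated DMSO wells and 100% = unstimulated control wells; not every result past the cut was called active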
TNFa cytotox: toxic to HUVEC cells under TNF alpha stimulation. HUVEC TNFalpha-stimulated, Hoechst cell count, imaging. cell count reduction, % at 2 µM. 93,000 tested, 0.17% active;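 active = cell count reduction exceeding the screen mean by over 5 SD, scaled to untreated wells per plate, cut at about 78% in these data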;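 also: cells counted after 24 h of TNF alpha exposure following the 1 h pretreatment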
Plk1 PBD FP: inhibitors of human Plk1 polo box domain binding. inhibition, %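 (tested at about 20 µM)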. P53350. Plk1 PBD phosphopeptide binding, fluorescence polarization. 97,000 tested, 0.13% active; in the data active = inhibition above about 34%, passing the limit was not always enough
E coli WT exp: blocks growth of wild type E. coli BW25113; growth inhibition, % at 100 µM; 98,000 tested, 0.15% active; OD600 absorbance;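 active = growth inhibition above about 50% at one test dose, limit read from the data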;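 also: growth measured after 20 h incubation at 37 °C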
* = called active by the depositor; / = no result given. Compounds as they come; overall some 3.4% were active at least once.

SMILES	cytoskel mod	PLK1 inh	HUVEC tox IL1B	hDAT+cocaine	sEH inh	VCAM1 TNFa inh	TNFa cytotox	Plk1 PBD FP	E coli WT exp
O=C(c1c[nH]c2ccc(S(=O)(=O)N3CCC4(CC3)OCCO4)cc2c1=O)N1CCOCC1	1	-5	9	-0.96	10	9	-1	4	-1
Cc1ccc(C(=O)C(OC(=O)CN2C(=O)c3ccccc3C2=O)c2ccccc2)cc1 (stereo unspecified)	20	-15	7	1.1	-15	3	-8	16	-13
Cc1[nH]c2ccccc2c1CCC(N)=O	4	-2	12	-0.37	/	26	-8	9	-5
CCC(C)NS(=O)(=O)c1ccc(OCC(=O)N2CCC(C)CC2)cc1 (stereo unspecified)	4	-16	-3	0.98	13	0	-11	-10	/
CC1(Cc2ccc3c(c2)OCO3)NC(=O)NC1=O (stereo unspecified)	27	-5	-26	-1.1	3	6	-28	30	7
CN(C)C=NC1=NN(c2cccc(C(F)(F)F)c2)CC1	-26	-16	21	1.2	2	7	0	-13	2
O=C(c1cccc(C(F)(F)F)c1)N1CCC(O)(CS(=O)(=O)Cc2ccccc2)CC1	-4	0	-1	1.2	18	-12	-22	16	-5
Cc1cc(N2CCN(c3ccc(F)cc3)CC2)nc2cc(O)ccc12	-9	-16	-6	-0.41	1	11	-31	-22	0
Cc1cc(-c2ccccc2)nc(N2CCC(C(=O)NC(C)C)CC2)n1	4	-5	26	0.53	-6	-15	-54	-7	2
CCc1nc(SCC(=O)NCCc2ccc(OC)c(OC)c2)c2c(=O)n(C)c(=O)n(C)c2n1	1	-7	1	0.16	-8	4	-1	27	-2
CC1=C(C(=O)Nc2ccccc2)C2(CCCCC2)C(C#N)=C(S)N1	11	-8	2	-0.17	13	-6	-25	27	4
CCC(=O)Nc1nnc(Sc2ccc(N(C)C)cc2)s1	-34	-8	9	/	-1	-17	3	-10	1
O=C(Nc1ccccc1C(=O)N1CCOCC1)C1CC(=O)N(C2CCCC2)C1 (stereo unspecified)	-11	-8	10	0.28	-11	20	11	20	3
Cc1c(NS(=O)(=O)c2ccc3c(c2)OCCO3)cccc1-c1nc2cccnc2s1	18	-6	7	0.57	-4	-3	-28	-15	-8
CC(=O)c1cccc(NC(=O)CN2C(=O)COc3ccc(Cl)cc32)c1	-2	-6	-7	0.59	-3	2	-16	10	3

Structural class: those above containing a CF3 group.
SMILES	cytoskel mod	PLK1 inh	HUVEC tox IL1B	hDAT+cocaine	sEH inh	VCAM1 TNFa inh	TNFa cytotox	Plk1 PBD FP	E coli WT exp
CN(C)C=NC1=NN(c2cccc(C(F)(F)F)c2)CC1	-26	-16	21	1.2	2	7	0	-13	2
O=C(c1cccc(C(F)(F)F)c1)N1CCC(O)(CS(=O)(=O)Cc2ccccc2)CC1	-4	0	-1	1.2	18	-12	-22	16	-5

Exported with bars between the fields: 2 of the compounds above
Structure | cytoskel mod | PLK1 inh | HUVEC tox IL1B | hDAT+cocaine | sEH inh | VCAM1 TNFa inh | TNFa cytotox | Plk1 PBD FP | E coli WT exp
Cc1cc(N2CCN(c3ccc(F)cc3)CC2)nc2cc(O)ccc12 | -9 | -16 | -6 | -0.41 | 1 | 11 | -31 | -22 | 0
Cc1cc(-c2ccccc2)nc(N2CCC(C(=O)NC(C)C)CC2)n1 | 4 | -5 | 26 | 0.53 | -6 | -15 | -54 | -7 | 2

Whole records from above.
CC(=O)c1cccc(NC(=O)CN2C(=O)COc3ccc(Cl)cc32)c1 as listed: cytoskel mod = -2; PLK1 inh = -6; HUVEC tox IL1B = -7; hDAT+cocaine = 0.59; sEH inh = -3; VCAM1 TNFa inh = 2; TNFa cytotox = -16; Plk1 PBD FP = 10; E coli WT exp = 3
CN(C)C=NC1=NN(c2cccc(C(F)(F)F)c2)CC1 as listed: cytoskel mod = -26; PLK1 inh = -16; HUVEC tox IL1B = 21; hDAT+cocaine = 1.2; sEH inh = 2; VCAM1 TNFa inh = 7; TNFa cytotox = 0; Plk1 PBD FP = -13; E coli WT exp = 2
O=C(c1c[nH]c2ccc(S(=O)(=O)N3CCC4(CC3)OCCO4)cc2c1=O)N1CCOCC1 as listed: cytoskel mod = 1; PLK1 inh = -5; HUVEC tox IL1B = 9; hDAT+cocaine = -0.96; sEH inh = 10; VCAM1 TNFa inh = 9; TNFa cytotox = -1; Plk1 PBD FP = 4; E coli WT exp = -1

Next section:
SMILES	cytoskel mod	PLK1 inh	HUVEC tox IL1B	hDAT+cocaine	sEH inh	VCAM1 TNFa inh	TNFa cytotox	Plk1 PBD FP	E coli WT exp
COc1ccc(C2CC(c3ccc(Cl)c(Cl)c3)Nc3nc(N)nn32)cc1 (stereo unspecified)	3	-22	-4	0.44	-12	10	-1	-20	-6
COCCNC(=O)CN(C(=O)CCC(=O)Nc1ccccn1)c1ccc(F)cc1	7	-12	-19	-0.14	-7	4	-14	-4	0
O=C(O)c1ccc(-n2nc(C(F)(F)F)c3c2CCCC3)cc1	2	-13	8	1.3	-19	25	7	-10	2
Cc1cc(Cl)c(OCCCn2cncn2)c(Br)c1	9	-8	19	0.8	12	7	8	-29	2
CCC(c1nnc(SCc2nc3ccccc3s2)n1Cc1ccccc1)N(C)C (stereo unspecified)	18	-15	-37	0.95	-11	15	-30	0	8
CC(=O)c1n[nH]nc1NC(=O)c1ccccc1	-5	-12	3	1.8	11	-13	-11	-15	-8
CC(C)CNC(=O)c1ccccc1NC(=O)CSCc1ccccc1	/	-7	-3	-0.13	-2	2	-52	-28	-13
COc1ccc(C)cc1S(=O)(=O)N(C)CC(=O)N1CCN(C)CC1	/	-8	-11	-0.17	-11	-17	1	-2	1
CN1CCN(S(=O)(=O)c2ccc(-c3ccccc3)cc2)CC1	-2	-1	-4	-1	1	14	0	-4	4
CC(C)c1cc(Nc2cccc(O)c2)cc(C(C)C)c1O	13	-13	-8	-1.4	6	-12	-14	15	/
COC(=O)CNC(c1ccccc1Cl)c1cc(Br)ccc1NC(=O)CCN1CCOCC1 (stereo unspecified)	-44	-15	4	0.37	-2	11	5	-8	-3
COc1ccc(C/C(N)=N/OC(=O)C(c2ccccc2)c2ccccc2)cc1OC	-3	-6	-56	-0.24	-13	-33	-50	11	-6
O=C(Nc1ccc(O)cc1)c1cc2n(n1)C(C(F)(F)F)CC(c1ccco1)N2 (stereo unspecified)	-5	-10	-18	0.32	-7	-1	-22	-29	-3

Entries shown so far containing bromine (2):
SMILES	cytoskel mod	PLK1 inh	HUVEC tox IL1B	hDAT+cocaine	sEH inh	VCAM1 TNFa inh	TNFa cytotox	Plk1 PBD FP	E coli WT exp
Cc1cc(Cl)c(OCCCn2cncn2)c(Br)c1	9	-8	19	0.8	12	7	8	-29	2
COC(=O)CNC(c1ccccc1Cl)c1cc(Br)ccc1NC(=O)CCN1CCOCC1 (stereo unspecified)	-44	-15	4	0.37	-2	11	5	-8	-3
